Source: PubChem BioAssay (several laboratories)
Rad51 HR inh = blocks human Rad51 in homologous recombination; Q06609; hRad51 DNA strand exchange, fluorescence dequenching; inhibition, % at 10 µM; 0.085% of 200,000 active; AID 1385;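 active means inhibition above 40% at the single screening dose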;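 further: 0% = DMSO control wells and 100% = blanks with heterologous ssDNA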
Target sequence (Q06609 whole entry, looked up): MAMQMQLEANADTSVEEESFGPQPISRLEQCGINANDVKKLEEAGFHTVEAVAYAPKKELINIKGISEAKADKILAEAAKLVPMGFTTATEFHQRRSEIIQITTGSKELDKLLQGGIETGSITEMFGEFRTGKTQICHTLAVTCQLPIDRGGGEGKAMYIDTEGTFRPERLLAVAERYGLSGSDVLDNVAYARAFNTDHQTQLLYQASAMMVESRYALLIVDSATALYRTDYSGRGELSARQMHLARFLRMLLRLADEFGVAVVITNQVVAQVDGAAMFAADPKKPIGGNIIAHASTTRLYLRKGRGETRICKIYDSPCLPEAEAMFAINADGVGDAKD
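Read-out basis: percent inhibition relative to plate controls and blanks / Assay system: human Rad51 nucleoprotein filaments preassembled on unlabelled ssDNA / Timing: filaments 15 min 37 °C, then compound 30 min / Control set: per-plate controls and blanks / Technique: fluorescence dequenching at 485/520 nm / Compound: 10 µM final, single point / Also added: Fluorescein- and BHQ1-tagged 47-mer duplex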
TNF necrop inh = TNF-alpha cell death inhibition in Jurkat FADD-/- cells; Jurkat FADD-/- TNF necroptosis rescue, ATP luminescence, 24 h; 0 = TNF only, 100 = no-TNF cells; 0.068% of 220,000 active; activation (protection from cell death), % at 10 µM; AID 463075;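 active means activation, meaning protection from cell death, of at least 50% relative to plate controls; inactive means activation below 50%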;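 further: necroptosis triggered by 40 ng/mL TNF-alpha added together with compound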
thrombin 1536 = inhibitors of human thrombin; inhibition, % at 5 µM; 0.26% of 220,000 active; P00734; alpha-thrombin, Boc-VPR-AMC fluorogenic substrate cleavage; AID 1046;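 active means inhibition at or above 40%; inactive means inhibition below 40%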;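 further: 0% = enzyme with no compound and 100% = wells without enzyme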
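System – human alpha-thrombin protein · Reagent – Boc-VPR-AMC substrate, 15 µM final · Compound – 5 µM single dose in 0.2% DMSO · Schedule – reaction at room temperature · Technique – AMC fluorescence at 355 nm excitation and 460 nm emission · Read-out basis – % inhibition relative to enzyme controls and enzyme-free blanks · Control set – no-compound enzyme wells and no-enzyme blanks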
FXIa inh = factor XIa (human) inhibition; purified FXIa, Boc-Glu-Ala-Arg-AMC fluorogenic substrate; AID 798; inhibition, % at 5 µM; 0.14% of 220,000 active; P03951;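 active means inhibition of at least 40%; inactive means inhibition below 40%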;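 further: fluorescence of freed AMC excited at 355 nm; 0% = enzyme without compound and 100% = no enzyme blank; many of its hits are not listed in these tables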
Hck Nef HTS = human Hck-Nef kinase inhibition | Recombinant Hck-YEEI plus Nef, Z-Lyte FRET kinase assay | 0.68% of 220,000 active | P08631 | inhibition, % at 20 µM;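 active means Hck-Nef kinase inhibition above about 50%, limit read from the data; inactive means inhibition below that limit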;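 further: 0% = DMSO with Hck plus Nef and 100% = Hck alone without Nef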
Target sequence (P08631 whole entry, looked up): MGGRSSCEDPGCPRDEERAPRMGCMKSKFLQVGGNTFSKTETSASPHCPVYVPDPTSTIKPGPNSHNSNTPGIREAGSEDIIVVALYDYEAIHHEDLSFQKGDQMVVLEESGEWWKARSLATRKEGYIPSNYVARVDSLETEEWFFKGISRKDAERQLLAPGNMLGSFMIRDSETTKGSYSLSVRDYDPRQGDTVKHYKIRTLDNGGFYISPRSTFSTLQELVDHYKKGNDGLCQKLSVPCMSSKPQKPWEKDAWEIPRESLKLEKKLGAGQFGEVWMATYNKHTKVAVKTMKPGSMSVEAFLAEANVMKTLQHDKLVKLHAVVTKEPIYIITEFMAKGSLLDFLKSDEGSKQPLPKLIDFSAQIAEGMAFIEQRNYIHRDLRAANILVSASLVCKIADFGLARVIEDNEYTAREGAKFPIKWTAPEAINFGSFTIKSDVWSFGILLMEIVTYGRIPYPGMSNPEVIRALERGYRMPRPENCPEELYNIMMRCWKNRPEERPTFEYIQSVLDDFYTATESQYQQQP
FXIIa inh = blocks human coagulation factor XIIa protease activity; P00748; purified FXIIa, Boc-QGR-AMC fluorogenic substrate, 2 h; inhibition, % at 5 µM; 0.3% of 220,000 active; AID 800; in the data active means inhibition above about 40%;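 further: 0% = enzyme with no compound and 100% = blank without enzyme; many of its hits are not listed in these tables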
hK5 inh = kallikrein 5 (human) inhibition | Q9Y337 | recombinant hK5, fluorogenic AMC substrate cleavage | inhibition, % at 5 µM | 0.59% of 210,000 active;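 active means inhibition of 40% or more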;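 further: 0% = enzyme controls without compound and 100% = no-enzyme blanks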
Target sequence (Q9Y337 67-293 limits assumed): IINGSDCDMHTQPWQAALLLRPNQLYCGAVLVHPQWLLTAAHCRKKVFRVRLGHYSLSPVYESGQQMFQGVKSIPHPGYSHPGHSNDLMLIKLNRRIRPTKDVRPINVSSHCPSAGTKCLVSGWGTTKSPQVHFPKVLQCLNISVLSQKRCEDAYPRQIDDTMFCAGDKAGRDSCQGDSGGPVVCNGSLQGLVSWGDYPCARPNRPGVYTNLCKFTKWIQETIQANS
zVAD death inh = blocks zVAD induced death of L929 cells. L929 zVAD necroptosis rescue, ATP luminescence, 24 h; with zVAD 60 µM. viability rescue, % at 10 µM. 0.38% of 220,000 active;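 active means activation, scaled between plate controls, above about 75%, limit read from the data; inactive means activation under that limit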;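 further: 0% = zVAD with DMSO and 100% = DMSO alone without zVAD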
KCC2 mod = modulates chloride dependent transport by human KCC2. Q9H2X9. KCC2 cells, thallium flux FluoZin-2 fluorescence. B-score of Tl+ flux slope (higher = more flux/activation; lower = inhibition) at 10 µM. 2.2% of 190,000 active;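 active means thallium flux slope and its plate-corrected score both differing from the plate sample mean at a set confidence after two filtering rounds, in either direction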;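 further: slope of fluorescence scaled to starting intensity during 10 to 20 s after thallium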
Active calls of the source: *. An excerpt (hit frequency here may not be typical).

Results for C[N+](C)(C)C(Cc1c[nH]c2ccccc12)C(=O)[O-] (stereo not drawn) ?
Rad51 HR inh: 0; TNF necrop inh: 3.5; thrombin 1536: 0; FXIa inh: 0; Hck Nef HTS: 33; FXIIa inh: 7; hK5 inh: -1; zVAD death inh: 1.1; KCC2 mod: 0.055

Results for O=C(O)c1ccc(Nc2ncnc3c2cnn3Cc2ccccc2)cc1 ?
Rad51 HR inh: 2; TNF necrop inh: 1.0; thrombin 1536: -5; FXIa inh: -1; Hck Nef HTS: 18; FXIIa inh: 5; hK5 inh: -1; zVAD death inh: 0.9; KCC2 mod: 0.3

Results for C/C(=N\NC1=N[C@H]2CS(=O)(=O)C[C@H]2S1)c1ccccc1 ?
Rad51 HR inh: 14; TNF necrop inh: 0.9; thrombin 1536: 1; FXIa inh: 2; Hck Nef HTS: 4; FXIIa inh: 11; hK5 inh: 4; zVAD death inh: -0.2; KCC2 mod: 0.66

How did Cc1cc(/C(N)=N/OC(=O)Nc2cccc(C(F)(F)F)c2)no1 do in these assays?
Rad51 HR inh: 7; TNF necrop inh: 1.4; thrombin 1536: 1; FXIa inh: -7; Hck Nef HTS: -1; FXIIa inh: 6; hK5 inh: -3; zVAD death inh: -0.4; KCC2 mod: -0.83

Results for COCCn1c(=S)[nH]c2cc(C(=O)N3CCN(c4ccccc4OC)CC3)ccc2c1=O ?
Rad51 HR inh: -1; TNF necrop inh: -4.0; thrombin 1536: -8; FXIa inh: -8; Hck Nef HTS: 0; FXIIa inh: -2; hK5 inh: -2; zVAD death inh: 1.2

What do the screens show for `CCOCCCNC(=O)C1CCN(S(=O)(=O)c2c(C)noc2/C=C\c2ccc(OC)cc2)CC1`?
Rad51 HR inh: -7; TNF necrop inh: -0.9; Hck Nef HTS: 2; zVAD death inh: -0.4; KCC2 mod: 0.61

What do the screens show for `C=C(C)COc1ccc(-c2[nH]ncc2-c2ccc(OC)c(OC)c2)c(O)c1`?
Rad51 HR inh: 2; TNF necrop inh: -12; thrombin 1536: 1; FXIa inh: 1; Hck Nef HTS: -1; FXIIa inh: 16; hK5 inh: 0; zVAD death inh: 1.9; KCC2 mod: 0.14

What do the screens show for `COc1ccccc1NC(=O)C1=C(C)NC(=O)NC1c1cc(C)cs1` (stereo not drawn)?
TNF necrop inh: 0.8; thrombin 1536: -1; FXIa inh: -9; Hck Nef HTS: 3; FXIIa inh: 7; hK5 inh: -9; KCC2 mod: -0.26

What do the screens show for `CC(C)OCCCNC(=O)Cn1nc(-c2ccccc2)ccc1=O`?
Rad51 HR inh: -6; TNF necrop inh: -0.2; thrombin 1536: 1; FXIa inh: 4; Hck Nef HTS: -1; FXIIa inh: 16; hK5 inh: -10; zVAD death inh: -0.7; KCC2 mod: -1.1

How did N#Cc1ccc(-c2ccc(Cl)cc2)nc1Oc1ccc(F)cc1 do in these assays?
Rad51 HR inh: -3; TNF necrop inh: -1.7; thrombin 1536: -3; FXIa inh: -10; Hck Nef HTS: 2; FXIIa inh: 39; hK5 inh: -2; zVAD death inh: -0.2

How did C=CCNC(=S)Nc1sc2c(c1C(=O)OCC)CC(C(C)C)OC2 (stereo not drawn) do in these assays?
Rad51 HR inh: -6; TNF necrop inh: -4.0; thrombin 1536: -5; FXIa inh: -7; Hck Nef HTS: -1; FXIIa inh: -4; hK5 inh: -11; zVAD death inh: -0.3; KCC2 mod: 32*

Results for CC(C)CCNC(=O)c1ccc(Cl)c(NC(=O)c2ccccc2F)c1 ?
Rad51 HR inh: -8; TNF necrop inh: 4.6; thrombin 1536: -10; FXIa inh: -6; Hck Nef HTS: 21; FXIIa inh: 2; hK5 inh: -9; zVAD death inh: 11

Results for CCOc1ccccc1N1CCN(C/C=C/c2ccc(N(C)C)cc2)CC1 ?
Rad51 HR inh: -3; TNF necrop inh: 1.5; thrombin 1536: -2; FXIa inh: -1; Hck Nef HTS: -26; FXIIa inh: 3; hK5 inh: -6; zVAD death inh: 1.0; KCC2 mod: -1.1

Results for C[C@]1(C(=O)O)Cc2oncc2C[C@@H]1C(=O)O ?
Rad51 HR inh: 0; TNF necrop inh: 1.0; thrombin 1536: -8; FXIa inh: 10; Hck Nef HTS: 1; FXIIa inh: 8; hK5 inh: -12; zVAD death inh: 0.0; KCC2 mod: -0.016

Results for Nc1nn(-c2ccccc2Cl)cc1-c1nn[nH]n1 ?
Rad51 HR inh: 6; TNF necrop inh: 1.5; thrombin 1536: -4; FXIa inh: -6; Hck Nef HTS: 4; FXIIa inh: 3; hK5 inh: 18; zVAD death inh: 0.2; KCC2 mod: 0.023

Three successive compounds from above, quoted:
Results for C[N+](C)(C)C(Cc1c[nH]c2ccccc12)C(=O)[O-] (stereo not drawn) ?
Rad51 HR inh: 0; TNF necrop inh: 3.5; thrombin 1536: 0; FXIa inh: 0; Hck Nef HTS: 33; FXIIa inh: 7; hK5 inh: -1; zVAD death inh: 1.1; KCC2 mod: 0.055

Results for O=C(O)c1ccc(Nc2ncnc3c2cnn3Cc2ccccc2)cc1 ?
Rad51 HR inh: 2; TNF necrop inh: 1.0; thrombin 1536: -5; FXIa inh: -1; Hck Nef HTS: 18; FXIIa inh: 5; hK5 inh: -1; zVAD death inh: 0.9; KCC2 mod: 0.3

Results for C/C(=N\NC1=N[C@H]2CS(=O)(=O)C[C@H]2S1)c1ccccc1 ?
Rad51 HR inh: 14; TNF necrop inh: 0.9; thrombin 1536: 1; FXIa inh: 2; Hck Nef HTS: 4; FXIIa inh: 11; hK5 inh: 4; zVAD death inh: -0.2; KCC2 mod: 0.66

Next section:
How did COc1cc(/C=N/NC(=S)Nc2cccc(Cl)c2C)ccc1OCC(=O)N1CC(C)OC(C)C1 (stereo not drawn) do in these assays?
Rad51 HR inh: 2; TNF necrop inh: -7.7; thrombin 1536: -14; FXIa inh: -2; Hck Nef HTS: 6; FXIIa inh: 0; hK5 inh: -3; zVAD death inh: 0.2; KCC2 mod: 0.74

How did O=C(NCc1cccnc1)/C(=C\c1ccc(-c2cccc(Cl)c2)o1)S(=O)(=O)c1ccccc1 do in these assays?
TNF necrop inh: -15; thrombin 1536: -3; FXIa inh: 10; Hck Nef HTS: 2; FXIIa inh: 8; hK5 inh: -22; zVAD death inh: 0.7; KCC2 mod: -0.23

What do the screens show for `COCCCNC(=S)NNC(=O)c1ccccn1`?
Rad51 HR inh: 2; TNF necrop inh: 2.0; thrombin 1536: 4; FXIa inh: -4; Hck Nef HTS: 8; FXIIa inh: 1; hK5 inh: -18; zVAD death inh: 1.8; KCC2 mod: -0.013

How did O=C(CCCc1ccccc1)NCCCN1CCOCC1 do in these assays?
Rad51 HR inh: -1; TNF necrop inh: 0.2; thrombin 1536: 5; FXIa inh: 10; Hck Nef HTS: 6; FXIIa inh: 22; hK5 inh: -20; zVAD death inh: -0.3; KCC2 mod: 0.3

What do the screens show for `COc1ccc(C2SCCN2C(=S)Nc2cccc(Cl)c2)cc1` (stereo not drawn)?
Rad51 HR inh: -2; TNF necrop inh: -0.7; thrombin 1536: -14; FXIa inh: -3; Hck Nef HTS: 1; FXIIa inh: 5; hK5 inh: -9; zVAD death inh: -0.2; KCC2 mod: -0.034

Results for O=C(CSCc1c(Cl)cccc1Cl)N1CCOCC1 ?
TNF necrop inh: 0.9; thrombin 1536: -3; FXIa inh: 0; Hck Nef HTS: 7; FXIIa inh: 4; zVAD death inh: 0.2; KCC2 mod: -0.058

How did CCCOC(=O)Nc1ccc(C(N)=O)cc1 do in these assays?
Rad51 HR inh: -3; TNF necrop inh: -0.2; thrombin 1536: 5; FXIa inh: 3; Hck Nef HTS: 4; FXIIa inh: 10; hK5 inh: -13; zVAD death inh: -0.3; KCC2 mod: 0.87

Results for O=C(Nc1cccc(S(=O)(=O)N2CCOCC2)c1)c1cnn2c(C(F)F)cc(-c3ccccc3)nc12 ?
TNF necrop inh: -3.5; thrombin 1536: 0; FXIa inh: 2; Hck Nef HTS: 33; FXIIa inh: 7; zVAD death inh: -0.3; KCC2 mod: 0.23

What do the screens show for `Cc1ccc(OCc2nc(C#N)c(N3CCN(Cc4ccccc4)CC3)o2)cc1`?
Rad51 HR inh: -3; TNF necrop inh: 2.1; thrombin 1536: -9; FXIa inh: -2; Hck Nef HTS: 1; FXIIa inh: -6; hK5 inh: -1; zVAD death inh: 0.5

Results for COCCCN1CCN(C2Cc3ccccc3Sc3ccc(Cl)cc32)CC1 (stereo not drawn) ?
TNF necrop inh: 0.7; thrombin 1536: -7; FXIa inh: -5; Hck Nef HTS: -39; FXIIa inh: 1; hK5 inh: -8; zVAD death inh: 0.2; KCC2 mod: 0.29

How did COc1cccc(C(=O)NNC(=O)C2CC(C)=C(C)CC2C(=O)O)c1 (stereo not drawn) do in these assays?
Rad51 HR inh: 12; TNF necrop inh: -2.7; thrombin 1536: -5; FXIa inh: -13; Hck Nef HTS: 0; FXIIa inh: -9; hK5 inh: -2; zVAD death inh: -0.1

Results for O=c1c2ccccc2nc2n1C(CSc1ccc(Br)cc1)CN2 (stereo not drawn) ?
Rad51 HR inh: -5; TNF necrop inh: -1.6; thrombin 1536: 1; FXIa inh: 3; Hck Nef HTS: 0; FXIIa inh: 11; hK5 inh: 4; zVAD death inh: -0.3; KCC2 mod: 1.1

Results for CCOC(=O)c1cc2c(ccn2C)n1CC(=O)N(Cc1ccccc1)c1ccccc1 ?
Rad51 HR inh: -1; TNF necrop inh: -0.6; thrombin 1536: -1; FXIa inh: 8; Hck Nef HTS: 1; FXIIa inh: 14; hK5 inh: -26; zVAD death inh: 1.5; KCC2 mod: -0.33

What do the screens show for `Cn1c(/C(C#N)=C/c2ccc(O)cc2)nc2ccccc21`?
Rad51 HR inh: -36; TNF necrop inh: -5.8; thrombin 1536: -3; FXIa inh: 5; Hck Nef HTS: -17; FXIIa inh: 6; hK5 inh: -5; zVAD death inh: 1.2; KCC2 mod: -1.9

What do the screens show for `Cc1ccc(CNC(=O)CCNS(=O)(=O)c2ccc(Br)s2)cc1`?
Rad51 HR inh: 1; TNF necrop inh: 3.0; thrombin 1536: -4; FXIa inh: -1; Hck Nef HTS: 22; FXIIa inh: 9; hK5 inh: 2; zVAD death inh: 3.5; KCC2 mod: -0.52

How did COc1ccc(/C(N)=N/OC(=O)c2ccc3c(c2)OCO3)cc1OC do in these assays?
Rad51 HR inh: 6; TNF necrop inh: -3.6; thrombin 1536: 0; FXIa inh: 9; Hck Nef HTS: -1; FXIIa inh: 13; hK5 inh: 4; zVAD death inh: 0.0; KCC2 mod: 0.074

How did COc1ccc(C(=O)CSc2nc3[nH]ncc3c(=O)[nH]2)cc1 do in these assays?
Rad51 HR inh: 1; TNF necrop inh: 1.3; thrombin 1536: -9; FXIa inh: -6; Hck Nef HTS: -12; FXIIa inh: 2; hK5 inh: -3; zVAD death inh: 2.4; KCC2 mod: 0.064

What do the screens show for `COc1cc(C(=O)Nc2cccc(-c3nc4cc(C)cc(C)c4o3)c2)cc(OC)c1OC`?
Rad51 HR inh: -7; TNF necrop inh: -3.7; thrombin 1536: 2; FXIa inh: 5; Hck Nef HTS: 3; FXIIa inh: 10; hK5 inh: -11; zVAD death inh: 3.0
